From PubChem BioAssay
RAD54 inh = RAD54 (human) branch migration inhibition. inhibition, % at 10.4 µM. AID 602329. RAD54 Holliday junction branch migration, FAM/BHQ fluorescence. hit rate 0.14% among 360,000;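 active = mean normalized replicate activity at least 40 and at least half of replicates scoring 40 or more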;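 note: 0% = median of neutral control wells and 100% = median of positive control wells; inhibitors cause a drop in the FAM fluorescence signal; in these data hits start at about 50%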
Target sequence (Q92698 whole entry, looked up): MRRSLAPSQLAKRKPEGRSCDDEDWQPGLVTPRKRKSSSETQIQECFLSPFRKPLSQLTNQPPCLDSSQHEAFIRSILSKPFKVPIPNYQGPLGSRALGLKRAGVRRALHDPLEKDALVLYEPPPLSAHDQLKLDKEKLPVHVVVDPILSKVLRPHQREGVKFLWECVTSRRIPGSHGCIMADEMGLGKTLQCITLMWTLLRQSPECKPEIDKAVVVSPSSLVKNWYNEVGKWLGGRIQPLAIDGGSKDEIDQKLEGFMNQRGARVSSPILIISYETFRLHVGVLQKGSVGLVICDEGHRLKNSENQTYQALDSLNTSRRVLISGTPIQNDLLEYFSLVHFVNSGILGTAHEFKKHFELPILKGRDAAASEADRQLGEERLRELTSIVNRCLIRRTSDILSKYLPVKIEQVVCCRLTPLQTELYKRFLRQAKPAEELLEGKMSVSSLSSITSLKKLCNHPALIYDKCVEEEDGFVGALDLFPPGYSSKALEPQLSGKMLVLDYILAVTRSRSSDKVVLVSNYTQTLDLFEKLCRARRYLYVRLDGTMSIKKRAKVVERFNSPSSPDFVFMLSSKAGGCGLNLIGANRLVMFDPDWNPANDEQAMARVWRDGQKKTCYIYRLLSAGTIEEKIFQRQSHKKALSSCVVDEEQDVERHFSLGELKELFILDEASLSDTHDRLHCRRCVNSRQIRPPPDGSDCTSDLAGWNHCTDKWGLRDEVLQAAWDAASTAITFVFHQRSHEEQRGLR
The depositor's hits bear a star.

SMILES | RAD54 inh
O=C(NCc1ccc2c(c1)OCO2)c1c(O)c2cccc3c2n(c1=O)CCC3 | 6
CC(=O)Nc1ccc(S(=O)(=O)n2cnc3cc(C)c(C)cc32)cc1 | -6
N#Cc1nc(COc2ccc(-c3ccccc3)cc2)oc1NCCCN1CCOCC1 | -4
c1ccc(-n2ncc3c(NCCCN4CCOCC4)ncnc32)cc1 | 5
c1ccc(-c2csc(-n3cnnn3)n2)cc1 | -4
COCCN1Cc2cccc(C(=O)Nc3cc(C)cc(C)c3)c2C1=O | -3
O=C(NCCCNC(=O)C(F)(F)C(F)F)C(F)(F)C(F)F | -12
CCc1cc(C(=O)OC)c(NC(=O)CCC(=O)O)s1 | -1
CC(NC(=O)c1ccco1)c1ccc2c(c1)OCCO2 (configuration not stated) | 2
COc1ccc(NC(=O)Nc2ccc(F)cc2F)c(C)c1 | -3
C[C@H](NC(=O)NCc1cccs1)C(=O)O | -9
CCCCNc1cc(C)nc(N2CCOCC2)n1 | -1
O=C(CSc1nnc2c3ccccc3c3ccccc3c2n1)Nc1ccccc1F | -9
C/C(O)=C(\C#N)c1nc2ccccc2[nH]1 | -11
N#CCc1c(C#N)c(N)nc(N2CCN(S(=O)(=O)c3ccccc3)CC2)c1C#N | 3
O=C(O)c1ccc(NC(CSCc2ccc(F)cc2)C(=O)O)c([N+](=O)[O-])c1 (configuration not stated) | 0
C=CCNc1ncnc2c1cnn2-c1ccc(OC)cc1 | -5
O=C(CN1C(=O)COc2ccccc21)NCc1ccc(C(=O)O)cc1 | 8
NC(=O)C1(N2CCCCC2)CCN(C2CC(=O)N(Cc3cccs3)C2=O)CC1 (configuration not stated) | -5
CCN(CC)C(=O)C1CCN(Cc2cccc(OCc3ccccc3)c2)CC1 | 10
CC(C)(C)C(=O)CCN1C(=O)C2(OCCO2)c2ccccc21 | -10
O=C(O)c1ccc(-c2sc(Nc3ccccc3)n[n+]2-c2ccc(F)cc2)cc1 | 8
N#Cc1ccccc1NC(=O)CSc1nccn1CCc1ccccc1 | -4
O=C(CCCNS(=O)(=O)c1cccc2nsnc12)NCc1ccc(Cl)cc1 | 1
CN(C)S(=O)(=O)c1ccc(N2CCCC2)c(C(=O)NCc2ccccc2)c1 | -1
CC(C)N(Cc1nc(-c2ccccc2)no1)C(=O)CN(C)S(=O)(=O)c1ccccc1 | 9
N#C/C(=C\N1CCN(Cc2ccc3c(c2)OCO3)CC1)c1nc2ccccc2s1 | -5
Cc1cc2cc(CNC(=O)Cc3cccs3)ccc2n1C | -6
CCSc1nnc(-c2ccncc2)o1 | -5
CCC(NS(=O)(=O)c1ccc(C)cc1)C(=O)N1CCC2(O)CCCCC2C1 (configuration not stated) | -2
C[N+]1(CC(=O)Nc2ccc(F)cc2)CCN(C(=O)c2ccco2)CC1 | -2
CC(=O)NCC(=O)OCC(=O)Nc1ccc(C(C)=O)cc1 | -19
Cc1cc2ncn(C(=O)N3CCCCCC3)c2cc1C | -7
COCC(C)n1c(C)cc(C(=O)CSc2nc3ccccc3c(=O)[nH]2)c1C (configuration not stated) | 0
CC(CN1CCOCC1)C(=O)c1ccccc1 (configuration not stated) | -10
Cc1ccc(NC(=O)c2cc(NC(=O)C3CC=CCC3C(=O)O)ccc2N2CCOCC2)cc1 (configuration not stated) | -4
O=C(Cc1ccc(S(=O)(=O)N2CCOCC2)s1)NCCC(c1ccccc1)c1ccccc1 | 1
O=S(=O)(N1CCCCC1)N1CCN(c2ccc(F)cc2)CC1 | -11
O=C(c1ccco1)N1CCN(Cc2nc3ccc([N+](=O)[O-])cc3c(=O)n2-c2ccccc2F)CC1 | -7
Cc1ccc(N(C(=O)C2CCC(=O)N2)C2(C(=O)NC3CCCC3)CCCCC2)cc1 (configuration not stated) | 10
O=C1CCCN1CC(O)CS(=O)(=O)c1ccccc1 (configuration not stated) | 3
CN(Cc1ccccc1)c1nc(-c2ccc([N+](=O)[O-])cc2)nc2ccccc12 | -4
Cc1cc2c3c(c1C)C1(C(=O)N3C(C)(C)CC2C)C(C#N)=C(N)OC2=C1C(=O)CC(C)(C)C2 (configuration not stated) | 14
CCOc1ccc(NC(=O)CN(C2CCCCC2)S(C)(=O)=O)cc1 | 10
Cc1ccccc1Cn1cc(S(=O)(=O)CC(=O)N2CCCCC2)c2ccccc21 | 3
Cn1nc(-c2ccccc2)c(-c2nc(-c3ccccc3Cl)no2)c1Cl | -12
CC1(C)CC(=O)CC(=Nc2ccc(C(=O)O)cc2)C1 | -3
COC(=O)c1ccc(Cn2nnc3ccccc3c2=O)o1 | -7
CSc1nc(C)c2c(n1)N(c1ccc(C(F)(F)F)cc1)CC2 | 2
COc1cccc(-c2cc(C(F)(F)F)nc(N3CCN(c4ccccc4)CC3)n2)c1 | -6
COc1cc(NC(=O)CN2C(=O)NC(C)(CC(C)C)C2=O)cc(OC)c1 (configuration not stated) | 0
CCCCOC(=O)c1cccc(NC(=O)CC)c1 | -3
O=C(CCN1C(=O)c2ccccc2C1=O)Nc1cc(F)ccc1F | 2
CCCOc1ccc(N2CC(C(=O)Nc3ccccc3F)CC2=O)cc1 (configuration not stated) | -4
O=C(CN1C(=O)C2CCCCC2C1=O)Nc1nc(-c2ccccn2)cs1 (configuration not stated) | 4
COc1ccc(-n2nnnc2SCC(=O)c2ccc(O)c(O)c2)cc1 | 1
COc1ccc2c(=O)c(-c3ccccc3)c(C)oc2c1 | 3
Cc1nn(CC(=O)Nc2ccc(C(=O)N(C)C)cc2)c(=O)c2ccccc12 | 6
CCc1nnc2c3cnn(-c4ccccc4)c3ncn12 | -6
CCCCOC(=O)Nc1sc2nc(C)cc(C)c2c1-n1cccc1 | -7

16 entries from above, reformatted:
| SMILES | RAD54 inh |
| --- | --- |
| O=C1CCCN1CC(O)CS(=O)(=O)c1ccccc1 (configuration not stated) | 3 |
| CN(Cc1ccccc1)c1nc(-c2ccc([N+](=O)[O-])cc2)nc2ccccc12 | -4 |
| Cc1cc2c3c(c1C)C1(C(=O)N3C(C)(C)CC2C)C(C#N)=C(N)OC2=C1C(=O)CC(C)(C)C2 (configuration not stated) | 14 |
| CCOc1ccc(NC(=O)CN(C2CCCCC2)S(C)(=O)=O)cc1 | 10 |
| Cc1ccccc1Cn1cc(S(=O)(=O)CC(=O)N2CCCCC2)c2ccccc21 | 3 |
| Cn1nc(-c2ccccc2)c(-c2nc(-c3ccccc3Cl)no2)c1Cl | -12 |
| CC1(C)CC(=O)CC(=Nc2ccc(C(=O)O)cc2)C1 | -3 |
| COC(=O)c1ccc(Cn2nnc3ccccc3c2=O)o1 | -7 |
| CSc1nc(C)c2c(n1)N(c1ccc(C(F)(F)F)cc1)CC2 | 2 |
| COc1cccc(-c2cc(C(F)(F)F)nc(N3CCN(c4ccccc4)CC3)n2)c1 | -6 |
| COc1cc(NC(=O)CN2C(=O)NC(C)(CC(C)C)C2=O)cc(OC)c1 (configuration not stated) | 0 |
| CCCCOC(=O)c1cccc(NC(=O)CC)c1 | -3 |
| O=C(CCN1C(=O)c2ccccc2C1=O)Nc1cc(F)ccc1F | 2 |
| CCCOc1ccc(N2CC(C(=O)Nc3ccccc3F)CC2=O)cc1 (configuration not stated) | -4 |
| O=C(CN1C(=O)C2CCCCC2C1=O)Nc1nc(-c2ccccn2)cs1 (configuration not stated) | 4 |
| COc1ccc(-n2nnnc2SCC(=O)c2ccc(O)c(O)c2)cc1 | 1 |

Next entries follow:
SMILES | RAD54 inh
CN1CC(=O)N(CC(=O)Nc2ccc(Cl)c(C(F)(F)F)c2)C1=O | 5
O=C(Cc1ccccc1)Nc1scc(-c2ccccc2)c1C(=O)N1CCOCC1 | 7
Cc1ccc(C(C(=O)NCc2ccc(F)cc2)N(C(=O)c2csnn2)C2CC2)o1 (configuration not stated) | -3
CCOc1ccc(C(O)Cc2nc3ccccc3n2C)cc1 (configuration not stated) | -2
O=C(NCc1ccc2c(c1)OCO2)c1cc2ccccc2oc1=O | 8
COCCn1nnnc1SCC(=O)N1CCCCC1 | -18
O=C(Nc1cccc(Cl)c1)OCc1cn(-c2ccc(Cl)cc2)nn1 | 4
CCCCSc1cc(=O)n(-c2ccccc2)nc1C(=O)OCC | -4
CC(C)(C)NC(=O)CN(C(=O)Cn1nnc(-c2ccc(Cl)cc2)n1)C1CCN(Cc2ccccc2)CC1 | 5
C=C(C)c1ccc(C(C)(C)NC(=O)NCc2ccco2)cc1 | 9
C=CCNC(NC(=O)c1ccccc1)(C(=O)OCC)C(F)(F)F (configuration not stated) | -8
O=C(NCCCN1CCCCCC1)C1CC(=O)N(CCc2ccccc2)C1 (configuration not stated) | -15
O=c1cc(C(Cl)(Cl)Cl)oc2c1ccc1ccccc12 | -8
COc1ccc(-c2oc3ncnc(NCCCN4CCOCC4)c3c2-c2ccc(OC)cc2)cc1 | 6
COC(=O)c1cc2c(cc1Cl)SC(=NCCCN1CCOCC1)NS2(=O)=O | 2
CCCCCn1c(NC(=O)c2ccco2)c(S(=O)(=O)c2ccc(C)cc2)c2nc3ccccc3nc21 | -7
CCOC(=O)c1sc(NS(=O)(=O)c2ccc(NC(C)=O)cc2)nc1C | -5
O=C(Cc1cccs1)Nc1ccc(Cl)cc1 | -29
CC(C)CN(Cc1cc2ccccc2[nH]c1=O)C(=O)c1cccnc1 | -3
O=C(O)CN=C1NC2(CCCC2)Cc2ccccc21 | 8

3 compounds already listed, arranged by number of heavy atoms, ascending.
SMILES | RAD54 inh
CCOc1ccc(C(O)Cc2nc3ccccc3n2C)cc1 (configuration not stated) | -2
CN1CC(=O)N(CC(=O)Nc2ccc(Cl)c(C(F)(F)F)c2)C1=O | 5
Cc1ccc(C(C(=O)NCc2ccc(F)cc2)N(C(=O)c2csnn2)C2CC2)o1 (configuration not stated) | -3

More results follow.
SMILES | RAD54 inh
CSc1nsc(SC)c1C(=O)OCC(F)(F)F | -5
Cc1ccc(-c2cc(C(=O)Nc3cnn(C(C)C)c3)no2)cc1 | -4
Cn1nc(-c2ccccc2F)c2cc(C(=O)Nc3ccc4c(c3)OCCO4)sc21 | 12
COc1cccc(OCC(O)CN2CCC(C)CC2)c1 (configuration not stated) | -2
COC(=O)c1[nH]c2ccc(C)cc2c1NC(=O)CCN1CCN(Cc2ccc3c(c2)OCO3)CC1 | -2
CCCCNS(=O)(=O)c1ccc(OC)c(C)c1 | -8
O=C(NCc1cccs1)NC1CCCCC1 | -2
C=CCNC(=O)c1c(N)n(-c2cccc(S(N)(=O)=O)c2)c2nc3ccccc3nc12 | 25
Cc1cc(C)n2nc(C(=O)OCCOc3cccc(Br)c3)nc2n1 | 5
O=C(CSCc1ccccc1)NCc1ccc2c(c1)OCO2 | 0
COc1ccc(NS(=O)(=O)c2cccc(C(=O)N/N=C(\C)c3ccc(-n4ccnc4)cc3)c2)cc1 | 8
O=C(CCC1CCCCC1)Nc1ccccc1O | -2
Cc1ccc2[nH]c3c(c2c1)CC/C(=C/c1ccccc1)C3=O | -4
C(=N\c1nc2ccccc2n1CCN1CCCCC1)/c1ccc2c(c1)OCO2 | 5
O=C(NC1CCCC1)c1nc2c(nnn2Cc2cccc(Cl)c2)c(=O)[nH]1 | 4
COc1ccc(Cl)cc1NC(=O)CN(C)C(C)C(=O)NCC1CCCCC1 (configuration not stated) | -1
CCC1SC2=NC(C)=C(C(=O)OCC(C)C)C(/C=C/c3ccccc3OC)N2C1=O (configuration not stated) | -3
CCOc1ccc(OCCSc2nnnn2C2CCCCC2)cc1 | 0
O/N=C/c1cccn1-c1ccc(O)cc1 | 0
COc1ccc(-c2nc(CN3CCCC(C(=O)NC4CCCC4)C3)c(C)o2)cc1 (configuration not stated) | -2
Cc1ccc(NC(=O)CCSc2nnc(C)s2)cc1 | 7
COc1ccc(C(=O)NCc2ccc(N3CCN(C(=O)OC(C)(C)C)CC3)cc2)cc1 | -2
COC(=O)C(NC(=O)c1ccccc1C)(Nc1ncc(S(=O)(=O)c2ccc([N+](=O)[O-])cc2)s1)C(F)(F)F (configuration not stated) | -31
OC(COc1ccc(OCc2ccccc2)cc1)CN1CCCCC1 (configuration not stated) | -5
COCCn1c(C)cc2c(c1=O)C(c1ccco1)C(C#N)=C(N)O2 (configuration not stated) | -6
CC(C)=CCC/C(C)=C/CNC(=O)C[C@H]1C[C@H](C(=O)N2CCCCC2)[C@@]2(CCc3ccccc3)c3[nH]c4cc(-c5ccco5)ccc4c3CCN2C1=O | -7
CCC(C)(C)NC(=O)C(c1cccn1C)N(C(=O)Cn1nnc2ccccc21)c1ccc(OC)cc1OC (configuration not stated) | 3
CC1(OC(=O)C2CCCC2)C(=O)C=C2C=C3CCCCN3C=C2C1=O (configuration not stated) | -6
CN(C)c1ccc(NC(=O)CN2C(=O)CC(c3ccccc3)=Nc3ccccc32)cc1 | 4
CC(=O)c1cccc(NC(=O)c2ccncc2)c1 | 5
CCOC(=O)c1cc(C)[nH]c(=S)c1C#N | 7
CC1CN(C(=O)N[C@@H](Cc2ccccc2)C(=O)O)CC(C)O1 (some centres not stated) | -1
CCc1ccc(OCC(=O)NC(=S)Nc2ccc(S(=O)(=O)NC3CCCCC3)cc2)cc1 | 2
O=C(c1cc(S(=O)(=O)N2CCOCC2)ccc1F)N1CCCc2ccccc21 | -6
CCOC(=O)C1CCCN(C(=S)Nc2ccc(C)cc2C)C1 (configuration not stated) | -13
COc1ccc(/C=C2/S/C(=N/N=C3\CC4CCC3(C)C4(C)C)NC2=O)cc1 (configuration not stated) | -2
CCOC(=O)CSc1nnc2c(n1)C1(C)CCC2C1(C)C (configuration not stated) | 0
CN(C)c1ccccc1C(=O)c1ccccc1N(C)C | 0
CC(C)CCNc1nc2c(cc1C#N)COC(C)(C)C2 | -3
CCCCCCS(=O)[C@H]1CS(=O)(=O)C[C@@H]1S(=O)CCCCCC (some centres not stated) | 5
O=C(CC1C(=O)N(c2ccc(F)cc2)C(=O)N1Cc1ccccn1)Nc1ccccc1 (configuration not stated) | -1
CC(Sc1ccc(Cl)cc1)C(=O)Nc1ccc(S(=O)(=O)N2CCOCC2)cc1 (configuration not stated) | -2
CC(NC(=O)C(Cc1ccccc1)NC(=O)c1ccccc1)C(=O)O (configuration not stated) | -4
O=C(c1ccccc1)N1CCN(S(=O)(=O)N2CCCCC2)CC1 | 1
CCCOc1ccc(-c2nc(OCC)c3ccccc3n2)cc1 | 0
O=C1COc2ccc(C(=O)COC(=O)CCc3ccc(S(=O)(=O)N4CCOCC4)cc3)cc2N1 | 2
c1ccc(Oc2nc(NCc3ccco3)nc(NCc3ccco3)n2)cc1 | 0
CCOC(=O)c1cc(NC(=O)OC)c(C)nc1C | 7

An excerpt. The share of hits here may be higher or lower than overall.
